# HP1b binding inh – inhibitors of HP1-beta chromodomain binding to methylated histone tails | AID 540317 | AlphaScreen HP1-beta / biotin-H3K9me3 peptide binding | Potency, µM (titrated, usually from 114 µM), inactives show at the top dose activity change, negative = inhibition, actives largely listed as inhibitors | 390,000 tested, 0.56% active | P83916; note: potency is the fitted concentration of half-maximal effect; nearly all actives have a fitted effect of over 70% in size; inactives centre near 23
# Target sequence (P83916 whole entry, looked up): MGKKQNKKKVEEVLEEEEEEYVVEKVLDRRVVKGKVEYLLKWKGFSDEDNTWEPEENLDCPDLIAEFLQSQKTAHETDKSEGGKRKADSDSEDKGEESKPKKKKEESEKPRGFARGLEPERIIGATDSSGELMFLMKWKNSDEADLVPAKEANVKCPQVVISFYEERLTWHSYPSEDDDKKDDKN
#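 AlphaScreen: HP1-beta (50 nM) preformed 30 min with biotin-H3(1-18)K9me3 peptide (50 nM) in PBS pH 7.4, 0.01% Tween-20. Compound added for 30 min at RT, then streptavidin donor/nickel chelate acceptor beads (10 ug/mL) for 30 min.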
# Pin1 inhibitor – inhibitors of human Pin1. Q13526. Pin1 FP peptide displacement, HiFluor488, 10 min. Potency, µM (titrated, usually from 115 µM), for the others: at the highest dose activity, negative = inhibition, usual class: inhibitors. 390,000 tested, 0.009% active. AID 504891; active = well fitted inhibition curve with a large enough effect in the polarisation, with a control signal flat, not every such curve was filed as active; inconclusive = small, poorly fitted or top-dose-only effect, or effect the other way, or a change in a side signal; inactive = no such curve, though single readings can be large or run the other way; the % refers to the polarisation; note: potency is the fitted concentration of half-maximal effect; % is set by controls: 0 for no effect and ±100 for the full control effect
# TrxR1 substrate – substrates of rat thioredoxin reductase 1; AID 588456; Potency, µM (series often up to 114 µM), without a hit: top-dose activity change, negative = substrate turnover; 390,000 tested, 0.01% active; purified TrxR1 substrate turnover, NADPH consumption readout; O89049; note: potency is the fitted concentration of half-maximal effect; % is set by controls: 0 for no effect and ±100 for the full control effect; nearly all actives have a fitted effect of over 50% in size
#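 Rat TrxR1, dispensed at 90 nM, was prereduced with 400 uM NADPH (final) for 5 min at ~22 deg C, then incubated with compound 15 min before 400 uM selenite. A first-read NADPH fluorescence drop versus no-compound background flagged substrates.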
# GLS inhibitor – inhibitors of human glutaminase (GLS); O94925; GLS enzymatic activity, qHTS titration; Potency, µM (titrated, usually from 45.5 µM), for the others: top-dose activity change, negative = inhibition, usual class: inhibitors; 410,000 tested, 0.21% active; note: potency is the fitted concentration of half-maximal effect; % is set by controls: 0 for no effect and ±100 for the full control effect
#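 Human kidney-isoform GLS in 45 mM KH2PO4 pH 8.2, 0.02% Tween-20, with compound, started with 1mM L-Glutamine (added stock). Glutamate oxidase/HRP/Amplex red coupled fluorescence read at start and after 30 min at RT.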
# USP1 inh – USP1/UAF1 (human) deubiquitinase inhibition; Potency, µM (highest dose often 57.1 µM), without a hit: at the highest dose activity change, negative = inhibition, hits mostly inhibitors; 390,000 tested, 0.23% active; recombinant USP1/UAF1, Ub-Rhodamine cleavage fluorescence; note: potency is the fitted concentration of half-maximal effect; % is set by controls: 0 for no effect and ±100 for the full control effect; nearly all actives have a fitted effect of over 60% in size; inactives centre near -12
# Target sequence (O94782 whole entry, looked up): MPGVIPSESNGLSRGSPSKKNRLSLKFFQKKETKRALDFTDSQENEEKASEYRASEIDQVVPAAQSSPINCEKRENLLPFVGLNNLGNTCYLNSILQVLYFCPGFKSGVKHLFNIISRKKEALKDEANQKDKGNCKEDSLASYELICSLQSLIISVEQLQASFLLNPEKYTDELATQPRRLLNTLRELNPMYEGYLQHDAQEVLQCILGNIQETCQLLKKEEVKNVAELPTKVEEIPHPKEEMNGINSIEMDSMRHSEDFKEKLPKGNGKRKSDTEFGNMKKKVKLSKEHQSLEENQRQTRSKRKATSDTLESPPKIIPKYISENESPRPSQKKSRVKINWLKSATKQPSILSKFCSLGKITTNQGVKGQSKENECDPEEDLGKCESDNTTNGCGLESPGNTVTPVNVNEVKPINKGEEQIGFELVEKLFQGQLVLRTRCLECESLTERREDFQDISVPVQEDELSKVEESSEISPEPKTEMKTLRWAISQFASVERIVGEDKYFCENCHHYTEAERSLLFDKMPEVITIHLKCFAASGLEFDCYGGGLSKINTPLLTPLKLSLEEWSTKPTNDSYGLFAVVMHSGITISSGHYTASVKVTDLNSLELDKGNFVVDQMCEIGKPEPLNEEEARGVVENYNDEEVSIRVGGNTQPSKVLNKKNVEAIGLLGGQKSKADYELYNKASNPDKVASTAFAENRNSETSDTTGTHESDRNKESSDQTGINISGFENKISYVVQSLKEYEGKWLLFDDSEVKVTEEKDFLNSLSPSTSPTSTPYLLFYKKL
#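 1 nM enzyme complex + cpd, 15 min RT; start with Ub-Rho 150nM final; kinetic fluorescence ex 480/em 540, 6 reads q60 s. Buffer 50mM HEPES pH 7.8, 0.5mM EDTA, 0.1 mg/ml BSA, 1mM TCEP, 0.01% Tween-20.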
# mIDH1 inhibitor – inhibitors of human mutant IDH1 R132H | O75874 | IDH1-R132H enzyme, NADPH consumption, diaphorase/resazurin fluorescence | Potency, µM (top dose mostly 76.6 µM), for the others: at the top dose activity change, negative = inhibition, hits mostly inhibitors | 390,000 tested, 0.093% active | AID 602179; note: potency is the fitted concentration of half-maximal effect; % is set by controls: 0 for no effect and ±100 for the full control effect; nearly all actives have a fitted effect of over 65% in size
#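 IDH1-R132H (0.5 ug/mL dispensed) in pH 7.5 Tris buffer was preincubated 30 min with compound, then given a substrate mix of 0.016 mM NADPH and 2 mM alpha-KG for 80 min at room temperature; remaining NADPH was read by diaphorase/resazurin fluorescence.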
# Tb PGK inh – blocks T. brucei phosphoglycerate kinase. PGK/GAPDH coupled, Kinase-Glo luminescence, 60 min. Potency, µM (titrated, usually from 57.5 µM), for inactives: at the top dose activity change, negative = inhibition, most hits filed as inhibitors. 380,000 tested, 0.043% active. AID 602233; note: potency is the fitted concentration of half-maximal effect; % is set by controls: 0 for no effect and ±100 for the full control effect; nearly all actives have a fitted effect of over 60% in size
#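 Recombinant glycosomal PGK reaction used 1,3-bisphosphoglycerate generated in-well by GAPDH (100nM final) in 100mM TEA pH 7.6, 5mM MgCl2, 0.01% Tween-20. After 60 minutes at room temperature, ATP was read by Kinase-Glo Plus luminescence end-point.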
# TrxR1 inh – inhibitors of rat thioredoxin reductase 1; O89049; recombinant rTrxR1, NADPH fluorescence consumption, selenite substrate; Potency, µM (doses to about 114 µM), inactives show at the top dose activity change, negative = inhibition, hits mostly inhibitors; 390,000 tested, 1% active; AID 588453; note: potency is the fitted concentration of half-maximal effect; % is set by controls: 0 for no effect and ±100 for the full control effect; nearly all actives have a fitted effect of over 65% in size
#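 Rat TrxR1 (90 nM in the dispensed reagent) was pre-reduced with 400 uM NADPH for 5 min at room temperature, then incubated with compound for 15 min. After 400 uM selenite was added, NADPH fluorescence (Ex 340/Em 450 nm) was followed for 8 min.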
# PI4K2A block – blocks human PI4K2A kinase activity. Q9BTU6. purified PI4K2A, ADP-Glo luminescence, 1 h; stronger effect = lower value. activity change, negative = inhibition, % at 76.9 µM. 420,000 tested, 0.13% active. AID 1346378; in the data active = activity change below about -50%; inconclusive = mostly about -30% to -49%;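 note: -100% = wells without enzyme as full effect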
#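 In this quantitative HTS, ADP production by PI4K2A was quantified luminescently after 1 h at ambient temperature; 100 microM adenosine served as plate-quality control.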
# Numbers without * were called inactive; i = inactive; ? = inconclusive; . = no result given; [ ] = another dose, or the depositor's remark. Unless noted, calls come from the whole dose curve; as a rule, active = well fitted curve in the direction sought with a large enough effect; inconclusive = small, poorly fitted or top-dose-only effect, or another doubt; inactive = no such curve, though single readings can be large; an effect the other way counts as inactive or inconclusive.
HP1b binding inh	Pin1 inhibitor	TrxR1 substrate	GLS inhibitor	USP1 inh	mIDH1 inhibitor	Tb PGK inh	TrxR1 inh	PI4K2A block	Molecule
-5%	-2%	5%	?	-17%	-6%	-2%	22%[57.1 µM]	0	O=C(Nc1ccccc1F)C1CCCN(S(=O)(=O)c2ccccc2)C1 (centres undefined)
-22%	-1%	6%[57.1 µM]	3%	-16%	3%	-9%	9%[57.1 µM]	-1	O=C(NC1CCCC1)C(c1ccccn1)N(C(=O)c1csnn1)c1ccccc1F (centres undefined)
57%[activator]	1%	4%	21%	-17%	9%	-9%	12%	4	O=[N+]([O-])c1ccccc1OC/C(=N\O)c1ccccc1
17%	-13%	3%	5%	-2%	-6%	5%	20%	-4	Cc1cc(=O)c2cc(C(=O)Nc3cccc(C)c3C)ccc2[nH]1
181%[activator]	?	-1%	5%	-8%	6%	3%	16%	-9	COC(=O)c1cccc(COC(=O)c2cccnc2SC)c1
31%	?	0%[57.1 µM]	-9%	-13%	-1%	-3%	8%[57.1 µM]	3	Cc1ccc(C(=O)CN(C(=O)c2ccc(Cl)c(Cl)c2)N2C(=O)C3CCCCC3C2=O)cc1 (centres undefined)
-24%	.	-5%	?	4%	6%	?	6.3µM*	15	O=C1NC2c3c(Cl)sc(Cl)c3C(=O)C2O1 (centres undefined)
49%[activator]	-1%	-3%	0%	0%	2%	-6%	12%	-1	Cc1cccc(C(=O)O/N=C(\c2ccccc2)c2cccnc2)c1
1%	1%	-10%	?	-23%	0%	i	-15%	-2	Cc1cc(=O)n2nc(N3CCCC(C(=O)NCc4ccccc4Cl)C3)sc2n1 (centres undefined)
36%	-1%	-6%	14%	-8%	-1%	7%	1%	-2	CN(C)/C=C/C(=O)C(F)(F)F
12%	-10%	-1%[57.1 µM]	?	-10%	27%	1%	18%[57.1 µM]	2	CNS(=O)(=O)c1cc(C(=O)O)ccc1OC
?	-8%	0%[57.1 µM]	0%	-15%	3%	3%	-14%[57.1 µM]	2	O=C(NCCCN1CCOCC1)c1sc2cc([N+](=O)[O-])ccc2c1Cl
18%	-4%	0%	-14%	15%	23%	7%	11%	5	COc1ccc(NC(=O)CC2C(=O)N(c3ccc(C)cc3)C(=O)N2C2CCCC2)cc1 (centres undefined)
10%[57 µM]	-1%	-2%	-11%	-7%	-11%	4%	6%	7	Cn1ncc2c(Nc3cc(Cl)cc(Cl)c3)ncnc21
29%	4%	41%[activator]	6%	-10%	0%	i	-17%	-4	O=C(COC(=O)c1ccccc1NC(=O)c1ccco1)NCc1ccc2c(c1)OCO2
44%[activator]	0%	3%	-7%	-20%	9%	-5%	17%	8	C=CCn1c(SCC(=O)N(CC)C2CCS(=O)(=O)C2)nnc1-c1ccccc1 (centres undefined)
68%[activator]	1%	23%	-9%	-13%	0%	-2%	43%[activator]	3	COc1ccc(C(=O)Nc2ccccc2-c2nc3ccccc3s2)cc1OC
24%	0%	0%	-1%	-14%	2%	10%	0%	2	CC(C)CCNC(=O)c1ccc2c(c1)ncn2C1CCCCC1
61%[activator]	4%	1%	3%	-4%	-3%	-1%	12%	-8	O=C(Cc1c(F)cccc1Cl)N(Cc1ccccc1)c1ccccn1
21%	-5%	3%[57.1 µM]	-2%	-19%	2%	-10%	1%[57.1 µM]	-1	OCCNNC(=S)NC1CC2C=CC1C2 (centres undefined)
25%	-2%	-2%[57.1 µM]	?	-13%	3%	i	11%[57.1 µM]	9	Cc1ccc(NC(=O)NC(=O)COc2c(F)c(F)cc(F)c2F)c(C)c1
35%	-2%	-6%	1%	-16%	-11%	5%	-7%	-2	CCOC(=O)/C=C1/N(C)c2ccccc2C1(C)C
25%	-2%	-8%	8%	-18%	-7%	1%	-5%	3	Cc1cc(C(=O)N/N=C/c2c(C)nn(-c3ccccc3)c2C)c(C)o1
25%	-1%	-2%	-7%	-5%	1%	i	20µM*	8	COc1ccc2c(c1)CCc1c(C(=O)N3CCOCC3)noc1-2
18%	-4%	7%[57.1 µM]	?	-11%	1%	0%	18%[57.1 µM]	7	C=CCC1CCCCC12NC(=O)N(c1ccccc1)N2 (centres undefined)
31%	-1%	10%	-1%	-18%	-1%	0%	27%	2	CCCNC(=O)CN(C)C(=O)c1n[nH]c2ccccc12
47%[activator]	13%	9%[57.1 µM]	-12%	-14%	1%	-9%	4%[57.1 µM]	-3	CC(C)c1ccc(-c2c(C#N)c(N)nc(SCC(=O)N3CCCCCC3)c2C#N)cc1
24%	1%	2%[57.1 µM]	-4%	-12%	4%	-6%	7%[57.1 µM]	2	COc1ccc(/C=C/C(=O)ONC2=NCCCCC2)cc1OC
36%	0%	-1%	15%	-6%	3%	2%	-7%	?	CCCCOC(=O)C1=C(C)NC2(O)c3ccccc3C(=O)C12O (centres undefined)
26%	2%	-4%	13%	-29%	10%	-2%	4%	-1	Cc1cc(C)c(CN2CCN(CCCn3ccc(NC(=O)OCc4ccccc4)nc3=O)CC2)c(C)c1

# Quoted at random: two entries already listed.
HP1b binding inh	Pin1 inhibitor	TrxR1 substrate	GLS inhibitor	USP1 inh	mIDH1 inhibitor	Tb PGK inh	TrxR1 inh	PI4K2A block	Molecule
31%	-1%	10%	-1%	-18%	-1%	0%	27%	2	CCCNC(=O)CN(C)C(=O)c1n[nH]c2ccccc12
-22%	-1%	6%[57.1 µM]	3%	-16%	3%	-9%	9%[57.1 µM]	-1	O=C(NC1CCCC1)C(c1ccccn1)N(C(=O)c1csnn1)c1ccccc1F (centres undefined)

# Further entries follow:
HP1b binding inh	Pin1 inhibitor	TrxR1 substrate	GLS inhibitor	USP1 inh	mIDH1 inhibitor	Tb PGK inh	TrxR1 inh	PI4K2A block	Molecule
25%	-4%	6%	2%	-14%	4%	6%	11%	1	O=C1CCC(C(=O)N2CCC(CCO)CC2)CN1Cc1ccc(Cl)cc1 (centres undefined)
18%	-11%	-15%	24%	-2%	0%	i	-31%	8	N#C/C=C\Oc1ccc(Cl)cc1N
12%	3%	2%	11%	13%	-5%	-6%	5%	-2	Cc1ccc(/C=C/C(=O)NC(=S)Nc2ccccc2C(=O)NC2CCCCC2)cc1
1%	2%	-11%	2%	-3%	11%	i	-9%	-2	COc1ccccc1CNC(=O)COn1nnc2ccc(S(=O)(=O)N3CCOCC3)cc21
23%	0%	-10%	30%[activator]	-13%	-1%	4%	?	-1	COC(=O)c1[nH]c2ccccc2c1NC(=O)CN1CCCCCC1
33%	-4%	-2%	2%	-17%	7%	i	-9%	2	CCc1c(C)nc2c(C#N)c(C)[nH]n2c1=O
49%[activator]	-2%	-2%	7%	-13%	14%	i	-16%	8	CN(C1CCS(=O)(=O)C1)S(=O)C12CC3CC(CC(C3)C1)C2 (centres undefined)
-19%	?	-11%[57.1 µM]	1%	?	-4%	0%	-11%[57.1 µM]	4	CC[n+]1c(/C=C/c2c[nH]c3ccccc23)ccc2cc(C)ccc21
23%	-1%	-4%	9%	-12%	-14%	4%	5%	-5	CC1CCN(C(=O)COC(=O)c2n[nH]c(=O)c3ccccc23)CC1
10µM*	?	2%	3%	-19%	12%	-5%	-35%	-1	O=c1[nH]c(=O)c2[nH]c(=S)[nH]c2[nH]1
?	5%	-5%	-1%	-15%	7%	i	-6%	-3	CN1CCN(Cc2nc3ccccc3c(=O)n2Cc2nc(-c3ccc([N+](=O)[O-])cc3)cs2)CC1
58%[activator]	-4%	0%	-9%	-18%	2%	-5%	5%	-5	CC(C)C(=O)Nc1ccc(NC(=O)c2ccccc2Cl)nc1
48%[activator]	18%	-8%	-6%	-15%	-4%	i	0%	3	COC(=O)CNC(=O)c1sc2ncn(CC(=O)Nc3ccc(C)c(Cl)c3)c(=O)c2c1C
24%	-5%	5%[57.1 µM]	-3%	-6%	4%	-12%	6%[57.1 µM]	5	CCCC(=O)Nc1sc2c(c1C#N)CCCC2
30%	4%	9%[57.1 µM]	0%	-7%	-1%	-1%	9%	-2	CS(=O)(=O)c1ccc(N2CCN(C3CC(=O)NC3=O)CC2)cc1 (centres undefined)
95%[activator]	3%	-9%	-15%	-9%	6%	5%	22%[57.1 µM]	-4	CCOC(=O)c1ccccc1NC(=O)COC(=O)c1c(CC)noc1C
42%[activator]	-1%	10%	2%	-10%	-7%	0%	20%	-5	COc1ccc(-c2cn3c(n2)sc2cc(C(=O)NCCC4=CCCCC4)ccc23)cc1
62%[activator]	4%	-6%	1%	-13%	5%	i	1%	-1	Cc1ccc(C)c(N2CCN(Cc3csc(C)c3)CC2)c1
22%	1%	5%	-1%	-12%	-7%	0%	17%	1	Cc1cc(F)ccc1NC(=O)CCc1ccc(S(=O)(=O)N2CCOCC2)cc1
?	-2%	-8%	11µM*	-17%	0%	-2%	0%[57.1 µM]	2	CCOc1cc(C=NN2CCCCCC2)ccc1O
8%	-5%	26%	13%	-5%	5%	-11%	17%	0	CCOc1ccc(N2CC(NC(=O)c3ccc4ccccc4c3)CC2=O)cc1 (centres undefined)
27%	?	-2%	34%[activator]	-22%	-3%	-7%	10µM*	-20	Cc1ccc(S(=O)(=O)NC2OC(=O)C(Cl)=C2Cl)cc1 (centres undefined)

# Bioassay records deposited in PubChem by National Center for Advancing Translational Sciences (NCATS).

# Some of the compounds tested. The share of hits here may be higher or lower than overall.
